Source: PubChem (several laboratories)
hcDAF-12 act: activators of H. contortus DAF-12 nuclear receptor. activation, % at 6.8 µM. 1.4% of 370,000 active. HEK293 hcDAF-12 lit1-tk-luc reporter, luminescence; 0% DMSO, 100% Δ7-dafachronic acid;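 active = activation above the mean of all tested compounds plus 3 SD, cut at about 5.5% in these data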;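 also: 100% = response to 3 µM Δ7-dafachronic acid high control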
PLC-beta3 inh: PLC-beta3 (human) inhibition, primary screen | inhibition, % at 12.2 µM | AID 720704 | 0.18% of 370,000 active | Purified PLC-beta3, fluorogenic substrate, fluorescence; in the data active = inhibition above about 11%;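 also: 0% = median of compound wells on plate and 100% = full blocker control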
DAX1 inh-1: inhibitors of DAX1 repression of SF-1 activated StAR promoter; HEK293T StAR-luciferase reporter, SF-1/DAX-1 repression relief; inhibition, % at 6.8 µM; 1.1% of 370,000 active; AID 652010;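 active = inhibition above the mean over all tested compounds plus 3 SD, cut at about 3.6% in these data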;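 also: 0% = DAX-1 cells with DMSO and 100% = cells lacking DAX-1 with DMSO; higher inhibition means more luminescence from relief of DAX-1 repression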
NR1D1 modulator: modulates human Rev-erb alpha binding to DNA | Rev-erbα–FITC-DNA binding, fluorescence polarization, 90 min | activity, % at 10 µM | 0.79% of 370,000 active;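 active = activity above about 14%, limit read from the data; passing the limit was not always enough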;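 also: 0% = DMSO wells with 35 nM protein and 100% = DMSO wells with 750 nM protein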
DAX1 inh-2: NR0B1 (DAX1) inhibition. HEK293 Gal4-DAX1 luciferase reporter, luminescence. 0.99% of 340,000 active. inhibition, % at 6.75 µM. AID 504766. P51843;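 active = inhibition above the mean over all tested compounds plus 3 SD, cut at about 4.2% in these data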;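 also: 0% = DAX1-transfected cells with DMSO and 100% = empty-vector control cells with DMSO; inhibition shows as a rise in luminescence from relieved DAX1 repression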
PLC-gamma1 inh: PLC-gamma1 (human) inhibition, primary screen | P19174 | purified PLC-gamma1, fluorogenic substrate, fluorescence | inhibition, % at 12.2 µM | 0.84% of 370,000 active; in the data active = inhibition above about 9.5%
SMARCA2 act: SMARCA2 function activation, primary screen; 1% of 370,000 active; activation, % at 9.1 µM; MG213 cells, MMTV-luciferase reporter, dexamethasone, overnight; in the data active = activation above about 7.8%;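 also: 0% = vehicle wells and 100% = reference activator wells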
MBD2 DNA inh: MBD2-methylated oligo binding inhibition. Q9UBB5. TR-FRET, MBD2 binding to methylated oligonucleotide. inhibition, % at 4.4 µM. 0.31% of 370,000 active. AID 686964; in the data active = inhibition above about 13%
Target sequence (Q9UBB5 whole entry, looked up): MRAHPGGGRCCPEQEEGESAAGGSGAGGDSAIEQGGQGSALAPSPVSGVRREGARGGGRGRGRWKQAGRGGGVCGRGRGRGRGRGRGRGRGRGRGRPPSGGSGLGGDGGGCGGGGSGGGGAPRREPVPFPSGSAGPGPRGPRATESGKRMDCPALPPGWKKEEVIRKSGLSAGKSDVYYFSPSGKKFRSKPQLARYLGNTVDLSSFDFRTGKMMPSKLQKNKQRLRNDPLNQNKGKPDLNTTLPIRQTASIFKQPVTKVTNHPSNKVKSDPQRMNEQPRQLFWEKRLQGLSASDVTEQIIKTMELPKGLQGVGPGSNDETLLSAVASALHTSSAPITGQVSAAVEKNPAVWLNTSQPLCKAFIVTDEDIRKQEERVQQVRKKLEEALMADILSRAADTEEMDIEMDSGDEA
ADAM17 inh: inhibits human ADAM17. inhibition, % at 6.95 µM. recombinant ADAM17, EDANS/DABCYL FRET peptide cleavage. AID 720648. 0.83% of 370,000 active. P78536;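 active = inhibition above the mean of compounds lying between control limits plus 3 SD, set per campaign, cut at about 8.5% in these data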;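 also: 0% = DMSO-only wells as the low control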
Target sequence (P78536 215-824 limits assumed): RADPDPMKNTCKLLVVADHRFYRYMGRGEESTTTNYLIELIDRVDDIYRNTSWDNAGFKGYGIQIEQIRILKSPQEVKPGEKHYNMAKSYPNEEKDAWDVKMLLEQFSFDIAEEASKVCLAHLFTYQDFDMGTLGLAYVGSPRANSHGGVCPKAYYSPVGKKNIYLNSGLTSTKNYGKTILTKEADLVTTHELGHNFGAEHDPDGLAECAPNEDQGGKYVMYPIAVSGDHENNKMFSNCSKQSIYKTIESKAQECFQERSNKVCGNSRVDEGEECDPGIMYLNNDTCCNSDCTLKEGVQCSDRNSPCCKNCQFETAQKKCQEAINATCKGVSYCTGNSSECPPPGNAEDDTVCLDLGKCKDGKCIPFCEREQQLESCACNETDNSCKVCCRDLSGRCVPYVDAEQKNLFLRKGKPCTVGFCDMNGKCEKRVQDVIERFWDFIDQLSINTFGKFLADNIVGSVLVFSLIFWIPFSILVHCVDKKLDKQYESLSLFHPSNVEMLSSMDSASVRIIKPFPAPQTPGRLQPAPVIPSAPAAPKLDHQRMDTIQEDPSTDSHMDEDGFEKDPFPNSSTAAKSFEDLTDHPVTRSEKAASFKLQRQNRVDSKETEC
hgDAF-12 ag: hgDAF-12 agonism, primary luciferase screen | activation, % at 6.8 µM | HEK293 GAL4-hgDAF12 UAS-luciferase reporter, agonist luminescence; normalized to butyrate control | 1.8% of 370,000 active;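 active = activation above a cutoff set at the mean of all screened compounds plus 3 SD, cut at about 10% in these data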;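 also: 0% = DMSO wells and 100% = sodium butyrate wells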
ssDAF12 agonist: activates DAF-12 receptor from parasite S. stercoralis; 1% of 370,000 active; activation, % at 6.8 µM; HEK293 ssDAF-12/GRIP1 lit1-tk-luc reporter, luminescence; % of 3 µM dafachronic acid response;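 active = activation above the mean over all tested compounds plus 3 SD, cut at about 0.9% in these data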;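 also: 0% = DMSO-only wells and 100% = 3 µM delta7-dafachronic acid wells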
The depositor's hits bear a star; i = inactive; / = no result given. Compounds were not picked by outcome. About 7.4% of those tested had a hit in this group.

SMILES	hcDAF-12 act	PLC-beta3 inh	DAX1 inh-1	NR1D1 modulator	DAX1 inh-2	PLC-gamma1 inh	SMARCA2 act	MBD2 DNA inh	ADAM17 inh	hgDAF-12 ag	ssDAF12 agonist
Cn1cccc1C(=O)c1ccc(Cl)cc1Cl	-1.7	-1	-0.1	-6	0.6	1	-1	0	-3	1.6	-0.9
COC(=O)c1ccccc1NC(=O)c1ccc(COc2cccc3ccccc23)o1	2.3	-6	-0.4	-2	-0.9	-1	-1	0	-1	-3.4	-0.6
O=C(CSc1nnc(-c2ccc3c(c2)OCO3)n1-c1ccccc1)c1ccc(Cl)cc1	3.4	2	1.3	4	-0.6	4	-1	-7	4	-1.0	-0.2
CC(C)CN1CN2Cc3ccccc3C2CS1(=O)=O (centres undefined)	3.6	-14	-0.2	0	/	-6	3	4	-7	3.3	-0.2
FC(F)(F)c1ccc(CN2CCN(Cc3ccco3)CC2)cc1	-3.4	-3	-0.2	-1	-1.5	4	-2	5	1	0.9	0.0
CS(=O)(=O)c1ccc(C(=O)OC2CCOC2=O)cc1[N+](=O)[O-] (centres undefined)	3.6	-10	-0.1	-3	-0.9	-3	0	-5	-6	-1.6	-1.3
CCN1C(=O)/C(=C\c2cn(-c3ccccc3)nc2-c2cccnc2)SC1=S	-0.9	3	-1.2	-8	2.0	-1	-2	0	3	2.4	-1.0
O=S(=O)(Nc1cccc(Cl)c1)c1ccc(-n2cccn2)cc1	-1.6	-1	0.9	2	-0.1	2	-3	2	8	-2.2	-1.9
O=C(Nc1ccccc1C(=O)N1CCCC1)c1cccc(S(=O)(=O)N2CCCCC2)c1	-2.4	0	-0.6	2	1.3	1	0	0	-3	0.1	-1.2
CCOC(=O)C1CCN(S(=O)(=O)c2ccc(C(C)=O)cc2)CC1	-2.0	2	-0.1	-7	-0.6	-1	0	2	-1	-2.7	-1.2
O=C(NCC(c1ccco1)N1CCCC1)c1cccc(S(=O)(=O)N2CCc3ccccc32)c1 (centres undefined)	-2.5	-13	-2.0	-3	-2.1	0	-6	3	2	-5.4	-1.8
Cc1ccc(NC(=O)CCl)cc1S(=O)(=O)N1CCCCCC1	-1.0	1	-2.4	-1	-0.5	-1	2	0	2	-11	-1.1
O=C(CSc1ccc(-c2ccc(F)cc2)nn1)N1CCCc2ccccc21	-1.3	0	0.5	-2	-1.2	-2	-2	0	-2	-4.9	-0.6
COc1ccc2c(c1OC)C(=O)N1N=C(c3ccc(O)cc3)CC21 (centres undefined)	-1.2	-15	0.0	-1	0.8	-7	2	2	-1	2.3	-1.4
COc1ccc(NC(=S)NC(=O)c2cncc(Br)c2)cc1	-1.3	2	0.4	3	-0.1	3	-1	4	-2	1.6	-1.3
COc1ccc(C(=O)C2CCCN(C(=O)c3cc(C)on3)C2)cc1F (centres undefined)	-2.3	-7	-0.5	1	0.3	0	-2	5	-4	-1.3	-1.2
COc1cccc(/C=N/NC(=O)CNC(=O)c2ccco2)c1O	-1.2	-90	0.2	2	-0.2	-60	-4	5	-6	1.6	-1.7
CCc1ccc(CN2CCC(n3nccc3NC(=O)c3ccccc3Cl)CC2)cc1	-0.4	-13	-3.9	2	-0.5	1	-2	0	-1	-3.3	-1.4
CC/C(=N\NC(N)=O)c1ccc(OC(F)F)cc1	-1.6	-2	-0.5	-3	-0.6	3	-5	-5	3	-0.5	-1.9
COc1ccc(Cl)cc1C1=NOC2(CCC2)C(=O)N1Cc1ccc(NC(C)=O)cc1	9.4*	3	-1.5	3	/	0	-1	-1	3	1.7	-1.0

In the list so far, two contain four or more nitrogen atoms.
SMILES	hcDAF-12 act	PLC-beta3 inh	DAX1 inh-1	NR1D1 modulator	DAX1 inh-2	PLC-gamma1 inh	SMARCA2 act	MBD2 DNA inh	ADAM17 inh	hgDAF-12 ag	ssDAF12 agonist
CCN1C(=O)/C(=C\c2cn(-c3ccccc3)nc2-c2cccnc2)SC1=S	-0.9	3	-1.2	-8	2.0	-1	-2	0	3	2.4	-1.0
CCc1ccc(CN2CCC(n3nccc3NC(=O)c3ccccc3Cl)CC2)cc1	-0.4	-13	-3.9	2	-0.5	1	-2	0	-1	-3.3	-1.4

The listing picks up with the three entries that preceded the break.
SMILES	hcDAF-12 act	PLC-beta3 inh	DAX1 inh-1	NR1D1 modulator	DAX1 inh-2	PLC-gamma1 inh	SMARCA2 act	MBD2 DNA inh	ADAM17 inh	hgDAF-12 ag	ssDAF12 agonist
CCc1ccc(CN2CCC(n3nccc3NC(=O)c3ccccc3Cl)CC2)cc1	-0.4	-13	-3.9	2	-0.5	1	-2	0	-1	-3.3	-1.4
CC/C(=N\NC(N)=O)c1ccc(OC(F)F)cc1	-1.6	-2	-0.5	-3	-0.6	3	-5	-5	3	-0.5	-1.9
COc1ccc(Cl)cc1C1=NOC2(CCC2)C(=O)N1Cc1ccc(NC(C)=O)cc1	9.4*	3	-1.5	3	/	0	-1	-1	3	1.7	-1.0
Cc1cccnc1NC(=S)NC(=O)c1oc2ccccc2c1C	3.3	-9	0.5	-1	1.9	-2	2	-7	-22	5.7	-0.3
Cc1[nH]c2ccccc2c1/C=N/Nc1nc2ccccc2[nH]1	2.3	-44	-1.4	3	/	-21	21*	-4	-4	-1.8	-1.0
COc1ccc(CN2CCNC(=O)C2CC(=O)NCC2CCOCC2)cc1C (centres undefined)	0.1	-10	-0.3	3	0.8	-5	1	-1	-10	0.6	-0.7
O=S(=O)(Cc1ccccc1)N1CCN(C2Cc3ccccc3C2)CC1	1.1	0	0.3	-1	2.3	-2	-1	-6	0	1.3	-0.5
O=C(O)CSCC(=O)Nc1ccc(-c2nc3ccccc3s2)cc1	4.7	-324	0.6	-4	/	-213	2	0	-363	4.4	0.2
COc1cc([N+](=O)[O-])cc(/C=N/NC(=O)c2ccc(NC(=O)c3ccc(C)cc3)cc2)c1O	0.6	-2	0.1	-1	0.0	-3	-4	-1	2	-0.8	-1.2
CNC(=O)c1ccc(NC(=O)c2ccccc2OCc2c(C)noc2C)cc1	-1.6	1	0.4	-2	3.1	1	0	-4	-4	1.0	-0.6
COc1cccc(NC(=O)C2CCCN2C(=O)Nc2ccccc2F)c1 (centres undefined)	-0.4	-1	0.1	-3	0.2	-1	-1	3	-2	1.0	-1.1
CC(Oc1ccc(Cl)cc1Cl)C(=O)NNC(=O)c1cccnc1 (centres undefined)	-1.7	-8	1.6	-10	0.2	1	-1	-4	-1	-0.3	-0.9
COc1cc(OC)nc(/N=C/N(C)C)n1	1.7	-8	0.1	-1	0.7	0	0	5	-5	-3.6	-1.8
COc1ccc(/C=C/C(=O)Oc2ccc(C)cc2)cc1	-0.6	-6	-0.7	-7	-1.5	-2	-2	5	-2	-1.2	-0.5
O=[N+]([O-])c1ccccc1S(=O)(=O)NC1CC2CCC1C2 (centres undefined)	-1.3	-2	-0.1	1	0.5	1	-3	8	-7	0.8	-1.0
Cc1nc(Cl)sc1C(=O)Nc1ccc(C(F)(F)F)cc1	-1.8	1	-0.2	-8	2.5	1	0	-4	-1	1.3	-0.7
Cc1ccc(NC(=S)N2CCC(NC(=O)c3cccc(F)c3)CC2)cc1	-0.9	-5	-0.1	4	0.6	-1	0	0	-3	-1.7	-0.4
Cc1ccc(-n2c(SCC(=O)N3CCCc4ccccc43)nnc2-c2cccnc2)c(C)c1	-2.1	-2	-0.5	0	-1.0	-5	-2	0	-3	0.9	-1.8
COc1ccccc1N(CC(=O)N1CCOCC1)S(C)(=O)=O	-1.6	-3	0.5	2	-1.2	6	-3	-8	-3	1.3	-1.0
CC1CC1c1ccc(/C=C(\C#N)C(=O)Nc2ccc(Cl)cc2)o1 (centres undefined)	2.5	-21	1.8	-5	1.4	-18	-2	-6	9	14*	-0.3
O=C(Nc1c2c(nn1-c1ccc(F)cc1)CS(=O)(=O)C2)C1CCCC1	1.2	-1	-0.2	8	0.5	4	8	-4	2	1.2	-1.2
O=C(Nc1ccc(Cl)c(Cl)c1)OCc1cccnc1	2.3	-2	2.2	-1	1.8	-1	-5	1	-6	2.9	-0.6
C#CCNCCS(=O)(=O)N(Cc1ccc(Br)cc1)[C@@H](CC(C)C)C(=O)O	-0.4	-3	-1.1	4	0.6	-2	-3	-6	1	-0.2	-1.1

Grouped by structure: the compounds so far containing two or more sulfur atoms.
SMILES	hcDAF-12 act	PLC-beta3 inh	DAX1 inh-1	NR1D1 modulator	DAX1 inh-2	PLC-gamma1 inh	SMARCA2 act	MBD2 DNA inh	ADAM17 inh	hgDAF-12 ag	ssDAF12 agonist
CCN1C(=O)/C(=C\c2cn(-c3ccccc3)nc2-c2cccnc2)SC1=S	-0.9	3	-1.2	-8	2.0	-1	-2	0	3	2.4	-1.0
O=C(O)CSCC(=O)Nc1ccc(-c2nc3ccccc3s2)cc1	4.7	-324	0.6	-4	/	-213	2	0	-363	4.4	0.2

Continued.
SMILES	hcDAF-12 act	PLC-beta3 inh	DAX1 inh-1	NR1D1 modulator	DAX1 inh-2	PLC-gamma1 inh	SMARCA2 act	MBD2 DNA inh	ADAM17 inh	hgDAF-12 ag	ssDAF12 agonist
Cc1cc(S(=O)(=O)N2CCN(C(=O)c3ccco3)CC2)ccc1F	0.1	-7	-0.1	-3	1.0	3	-2	4	-1	-2.3	-0.9
CC(=O)Nc1cccc(NC(=O)C(=O)c2cn(CC(=O)N3CCCCC3)c3ccccc23)c1	2.7	0	-0.3	0	0.1	-1	2	3	2	6.5	-1.2
COc1cc(NC(=O)c2ccccc2)c(OC)cc1NC(=O)Cc1ccc(F)cc1	-2.0	-16	-0.4	2	-1.2	-7	-2	-1	-6	-2.9	-1.5
CCNC(=O)NC(=O)CSc1ccc(S(=O)(=O)N2CCCCC2)cn1	-0.9	-4	0.3	-3	0.5	-8	-1	3	0	-0.4	-1.2
CCOCCCNC(=O)c1cc2c(=O)n3cccc(C)c3nc2n1C	-1.9	-137	1.5	-6	0.3	-109	0	1	-47	-1.1	-1.9
Cc1ccc(C(=O)NCC(=O)N2CCN(c3ncccn3)CC2)s1	0.5	-2	0.1	-7	-1.0	-4	6	0	-2	1.6	-0.5
COc1cccc(C2CN(c3ccc(F)cc3F)N=C2c2cccs2)c1OC (centres undefined)	-1.3	i	-0.6	-3	-0.6	i	-1	1	-394	-0.3	-1.3
CC(C)C[C@H]1CNC(=O)C(=O)N1C[C@H]1CCCN1C[C@H](CC(C)C)N1C[C@H](CC(C)C)N(CCc2ccccc2)C(=O)C1=O	-1.4	2	-1.8	-4	/	0	-4	2	-1	0.1	-1.6
CCn1ccnc1CN(C)Cc1cn(C)nc1-c1ccccc1F	-0.7	1	0.3	-6	-0.3	3	3	1	-1	-1.1	-1.1
Cc1ccc2cc3cc(C(=O)NCCCN4CCc5ccccc5C4)oc3nc2c1	-1.9	-326	-1.0	4	-1.7	-257	-4	-6	-329	-0.2	-1.3
O=C(c1ccco1)N1CCN(Cc2nnnn2CCc2ccccc2)CC1	-0.4	4	-0.5	-2	-2.2	4	-4	-6	2	0.0	-1.1
O=[N+]([O-])c1ccc(S(=O)(=O)N(CCCN2CCOCC2)Cc2cccs2)cc1	-0.5	3	-0.2	0	0.5	0	5	6	-1	0.1	-1.3
COC(=O)c1ccc(NC(=O)CCN2CCN(CCC(=O)Nc3ccc(C(=O)OC)cc3)CC2)cc1	-0.5	5	-0.8	-4	-0.7	9	-3	-8	4	-1.2	-1.0
CC(C)Cc1cc(C(=O)NCCc2ccccc2)no1	3.9	-2	4.9*	5	1.2	0	4	2	-2	13*	1.3*
